Screens: PubChem, The Scripps Research Institute Molecular Screening Center
MITF inh – inhibitors of human MITF | O75030 | AlphaScreen MITF homodimerization, bead proximity signal | inhibition, % at 2.6 µM | 0.91% of 650,000 active | AID 1259374; in the data active = inhibition above about 50%;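 also: 0% = vehicle wells with protein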
FBW7 activator – human FBW7 E3 ligase activation, primary screen | AlphaScreen FBW7–phospho-cyclin E peptide binding, activator screen | normalized activity (activation), % at 26.1 µM | 0.13% of 650,000 active | AID 1259310; in the data active = normalized activity above about 1.9%;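 also: purified mutant Fbw7 with reduced substrate affinity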
Target sequence (Q969H0 whole entry, looked up): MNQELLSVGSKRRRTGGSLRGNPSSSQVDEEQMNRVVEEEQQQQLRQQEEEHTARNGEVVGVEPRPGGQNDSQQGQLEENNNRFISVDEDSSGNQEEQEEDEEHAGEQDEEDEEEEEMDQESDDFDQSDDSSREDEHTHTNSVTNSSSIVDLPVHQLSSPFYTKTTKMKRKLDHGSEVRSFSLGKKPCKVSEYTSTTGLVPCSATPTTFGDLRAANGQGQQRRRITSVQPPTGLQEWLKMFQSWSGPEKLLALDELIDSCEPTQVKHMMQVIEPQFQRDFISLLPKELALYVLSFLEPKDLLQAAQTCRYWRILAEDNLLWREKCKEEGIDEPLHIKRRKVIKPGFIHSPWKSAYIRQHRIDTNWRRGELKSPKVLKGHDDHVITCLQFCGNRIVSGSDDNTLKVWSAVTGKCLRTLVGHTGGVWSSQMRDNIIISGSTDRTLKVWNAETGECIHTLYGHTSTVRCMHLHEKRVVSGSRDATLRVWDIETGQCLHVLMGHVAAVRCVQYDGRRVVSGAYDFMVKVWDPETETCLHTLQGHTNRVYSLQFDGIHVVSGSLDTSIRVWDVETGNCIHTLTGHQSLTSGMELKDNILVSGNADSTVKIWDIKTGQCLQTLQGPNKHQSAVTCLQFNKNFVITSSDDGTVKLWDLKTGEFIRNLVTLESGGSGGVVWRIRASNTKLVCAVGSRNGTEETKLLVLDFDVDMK
TEAD-YAP block – TEAD-YAP interaction inhibition; AID 1259422; 1.4% of 640,000 active; HEK-TIYL cells, TEAD-Gal4/YAP UAS-luciferase luminescence; inhibition, % at 9.12 µM; in the data active = inhibition above about 32%;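 also: 0% = median of test compound wells and 100% = reference inhibitor wells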
GPR151 activ – activates the human receptor GPR151; Q8TDV0; PathHunter beta-arrestin GPR151 cells, luminescence; activation, % at 11.2 µM; 1% of 650,000 active; in the data active = activation above about 4.9%;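 also: 0% = median of compound wells and 100% = cells with positive control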
* marks the source's active call; other numbers are inactive results.

Results follow in this order: MITF inh	FBW7 activator	TEAD-YAP block	GPR151 activ
Cc1ccc(CNC(=O)C(=O)NCCN2CCOCC2)cc1
    3	0.0	6	0.7
Cc1cccc(NC(=O)c2ccc(N3CCN(c4cc(C)ccc4C)CC3)c([N+](=O)[O-])c2)c1
    7	-0.1	-2	1.9
CC(=O)Nc1ccc(N=Cc2c(O)[nH]c3ccccc23)cc1
    2	0.0	-31	-1.7
CC1CCCN(S(=O)(=O)c2cccc(N)c2)C1 (stereo not drawn)
    11	0.2	10	1.6
O=c1oc2cc(OCc3cc4c(cc3Cl)OCO4)ccc2c2c1CCC2
    -8	0.0	-1	1.9
FC(F)(F)c1ccc(Nc2nc(Nc3ccc(N4CCOCC4)cc3)c3ncn(-c4ccsc4)c3n2)cc1
    9	-0.1	2	-1.5
O=C(c1nn2c(C(F)(F)F)cc(-c3cccs3)nc2c1Cl)N1CCc2ccccc2C1
    1	-0.1	-1	-0.2
CN1C(=O)C(CC(=O)Nc2ccccc2)N(Cc2ccc(Cl)cc2)C1=S (stereo not drawn)
    8	0.0	5	-0.8
O=C(CN1C(=O)C2C3CCC(C3)C2C1=O)Nc1ccc(-c2ccccc2)cc1 (stereo not drawn)
    1	-0.2	1	-0.6
COc1ccc(Cl)cc1NC(=O)c1cc2nc(-c3ccc4c(c3)OCO4)cc(C(F)(F)F)n2n1
    8	-0.2	-1	-0.4
CC(C)N(C(=O)COC(=O)c1ccc2ccccc2n1)C(C)C
    -7	0.0	4	-2.2
COc1ccc(CCNC(=O)CCCn2c(SCc3ccccc3C)nc3ccccc3c2=O)cc1OC
    11	0.5	8	1.2
O=C(CNC(=O)c1ccccc1)NCC(=O)OCC(=O)c1ccc(F)cc1
    8	-0.1	-7	-0.3
C/C(=N\N=C(N)N)c1cc(Cl)ccc1Cl
    5	0.0	10	1.0
COc1cccc(-c2csc(N3CCN(CC(=O)Nc4nc(C)cs4)CC3)n2)c1
    10	-0.1	2	-0.2
CCOC(=O)N1CCC(n2c(SCC(=O)N3CCC(C)CC3)nc3ccccc3c2=O)CC1
    13	0.3	0	-1.9
CCCCNC(=O)c1ccc2c(c1)NC(=O)c1ccccc1S2
    1	0.1	-11	0.5
CC(C)CC(NCC1(O)CCOCC1)C(=O)O (stereo not drawn)
    15	0.2	-11	-1.4
CC12NC(=S)NC(c3ccccc3O1)C2C(=O)Nc1ccccc1 (stereo not drawn)
    14	0.0	8	-0.1
Cc1ccc(-n2nnnc2SCC(=O)Nc2sc3c(c2C#N)CCCC3)cc1
    0	0.1	8	2.7
CC(C)CC(=O)Nc1ccc2oc(-c3ccccc3)nc2c1
    -5	0.2	17	0.0
CC(=O)c1cccc(-c2cnc3ccc(NCC4CC4)nn23)c1
    -23	-0.7	28	3.6
CCOC(=O)c1c(NC(=O)c2ccc(OC)c(OC)c2)sc(C)c1-c1ccccc1
    4	0.0	8	0.0
COc1ccc(-c2csc(NC(=O)c3ccc(Oc4ccccc4)cc3)n2)cc1OC
    12	-0.1	-8	-1.0
CCC(=O)Nc1c(OC(=O)CC)ccc2c(C)cc(=O)oc12
    8	0.1	5	0.6
Cc1ccc(NC(=O)c2ccc3nsnc3c2)cc1
    -4	-0.2	-63	-0.6
COC(=O)c1ccc(NC(=O)CSc2nnc(-c3ccc(OC)cc3)n2C)cc1
    8	0.1	9	1.7
CCC(CC)NC(=O)c1cccc([N+](=O)[O-])c1
    1	-0.1	-2	1.7
C[C@H](O)[C@H]1NC(=O)[C@H]2CN(Cc3cnn(-c4ccc(F)cc4)c3)CCN2C1=O
    2	-0.2	13	0.2
CCc1c(C)nc(N)nc1N1CCCC1
    6	-0.1	-3	0.8
OCCNc1nccn2c(-c3ccc(OC(F)(F)F)cc3)cnc12
    -7	-0.1	-1	0.3
O=C(Cn1cnc2sc3c(c2c1=O)CCCC3)NCCCC(=O)N1CCC(Cc2ccccc2)CC1
    -5	-0.1	4	-0.4
Clc1cccc(CNc2ncc(-c3ccsc3)n3ccnc23)c1
    -7	-0.5	-7	0.4
O=C(O)/C=C\C(=O)Nc1ccc(Cl)cc1
    17	0.2	6	-0.1
O=C(c1ccncc1)N1CC[C@@H]2[C@H](CCCN2Cc2cc(F)ccc2F)C1
    3	-0.1	-8	0.7
C/C(=N\NC(=O)Cc1c(C)[nH][nH]c1=O)c1ccc2ccccc2c1
    8	0.1	6	0.4
O=C1C(Cl)=C(Nc2cccc(O)c2)C(=O)c2ccccc21
    15	0.4	-11	-1.2
CC(=O)[C@H]1CC[C@H]2[C@@H]3CCC4=CC(=O)CCC4(C)[C@H]3CCC12C (stereo partly drawn)
    -1	-0.1	0	-1.0
CC(C)CCn1c(Sc2nc3ccccc3[nH]2)nc2c1c(=O)[nH]c(=O)n2C
    7	0.5	-4	-0.8
CCOc1ccc(Cl)cc1S(=O)(=O)N1CCN(c2ccccc2F)CC1
    -26	-0.2	0	2.5
O=C(/C=C/c1ccco1)NCC(=O)N/N=C/c1ccc2ccccc2c1
    23	-0.3	-3	0.5
COc1ccc(/C=C/C(=O)OCC(=O)c2cc(C)n(CC3CCCO3)c2C)c(OC)c1 (stereo not drawn)
    15	0.4	6	1.5
CCCN(CCC)S(=O)(=O)c1ccc(C(=O)Nc2sc3c(c2C(=O)OCC)CCN(C)C3)cc1
    3	0.0	-10	0.5
O=C(O)c1c2c(nc3ccc(Cl)cc13)CCCC2
    9	0.1	3	0.7
CCCNc1ccnc(N2CCCC2CO)n1 (stereo not drawn)
    0	-0.1	8	2.6
COc1ccc(CN2CCN(Cc3ccc(CO)o3)CC2CCO)cc1C (stereo not drawn)
    10	0.0	8	0.0
CSc1nnc(C)c(=O)n1COC(=O)c1ccc2ccccc2c1
    7	0.5	6	4.9
CCOC(=O)c1ccc(-n2c(=S)sc3c(=O)n(Cc4ccc5c(c4)OCO5)c(SCC(=O)N(CC)CC)nc32)cc1
    20	0.9	5	-1.2
COc1ccc(C2CC(=O)C3=C(C2)Nc2ccccc2NC3c2coc3ccc(C)cc3c2=O)cc1OC (stereo not drawn)
    -7	-0.3	-7	-0.3
c1ccc2c(c1)oc1c(CN3CCCC(N4CCOCC4)C3)cccc12 (stereo not drawn)
    -2	0.0	5	-0.8
Cc1c(C(=O)NCc2ccc(F)cc2)sc2nc(C)n(C)c(=O)c12
    8	0.0	1	-0.5
Cc1cccc(N2CC(C(=O)Nc3ccc(Br)cc3)CC2=O)c1C (stereo not drawn)
    20	1.3	-2	-0.1
Oc1c(C(c2ccc(F)cc2)N2CCCCC2)sc2nc(-c3ccco3)nn12 (stereo not drawn)
    7	-0.1	7	-0.3
C=CCN1C(=O)CS/C1=N/c1nccs1
    12	0.2	5	-1.8
CCOC(=O)c1sc(NC(=O)CSc2nnc(CNC(=O)c3ccccc3OC)n2-c2ccc(F)cc2)c(C(=O)OCC)c1C
    2	-0.1	-3	-0.2
COc1ccc2c(=O)cc(C(F)F)oc2c1
    -1	-0.1	-1	0.8
CCOC(=O)CCc1c(C)c2cc(Cl)c(OCC(=O)N(C)C)cc2oc1=O
    17	0.3	0	-2.7
CC(=O)NC(=O)c1cc2cc(Cl)ccc2oc1=Nc1ccc(C)cc1
    0	0.3	-15	-0.8
CSc1ccc(/C=N/n2c(C)cc(C)cc2=O)cc1
    -2	0.0	-4	-0.3
CCCCc1nc(SCC(=O)NC2CCCCC2)n[nH]1
    -4	0.0	4	0.9

Arranged by molecular weight (low to high): some entries from above
Results follow in this order: MITF inh	FBW7 activator	TEAD-YAP block	GPR151 activ
CCc1c(C)nc(N)nc1N1CCCC1
    6	-0.1	-3	0.8
CCCCc1nc(SCC(=O)NC2CCCCC2)n[nH]1
    -4	0.0	4	0.9
O=C1C(Cl)=C(Nc2cccc(O)c2)C(=O)c2ccccc21
    15	0.4	-11	-1.2
CCC(=O)Nc1c(OC(=O)CC)ccc2c(C)cc(=O)oc12
    8	0.1	5	0.6
C/C(=N\NC(=O)Cc1c(C)[nH][nH]c1=O)c1ccc2ccccc2c1
    8	0.1	6	0.4
CCCCNC(=O)c1ccc2c(c1)NC(=O)c1ccccc1S2
    1	0.1	-11	0.5
CSc1nnc(C)c(=O)n1COC(=O)c1ccc2ccccc2c1
    7	0.5	6	4.9
CC(C)CCn1c(Sc2nc3ccccc3[nH]2)nc2c1c(=O)[nH]c(=O)n2C
    7	0.5	-4	-0.8
Cc1cccc(N2CC(C(=O)Nc3ccc(Br)cc3)CC2=O)c1C (stereo not drawn)
    20	1.3	-2	-0.1
CCOC(=O)CCc1c(C)c2cc(Cl)c(OCC(=O)N(C)C)cc2oc1=O
    17	0.3	0	-2.7
Oc1c(C(c2ccc(F)cc2)N2CCCCC2)sc2nc(-c3ccco3)nn12 (stereo not drawn)
    7	-0.1	7	-0.3
CCOC(=O)N1CCC(n2c(SCC(=O)N3CCC(C)CC3)nc3ccccc3c2=O)CC1
    13	0.3	0	-1.9
FC(F)(F)c1ccc(Nc2nc(Nc3ccc(N4CCOCC4)cc3)c3ncn(-c4ccsc4)c3n2)cc1
    9	-0.1	2	-1.5

Next part
Results follow in this order: MITF inh	FBW7 activator	TEAD-YAP block	GPR151 activ
CCCCSc1nnc2c(n1)OC(c1cccc(Cl)c1)Nc1ccccc1-2 (stereo not drawn)
    -2	0.1	-40	1.3
CCCCNC(=O)C1=C(C)C(=O)OC12CCCCC2
    -8	-0.2	-5	0.8
CCCOc1ccc(Cc2nc3ccccc3n(C)c2=O)cc1
    4	0.1	-6	-1.4
COC(=O)Nc1ccc(S(=O)(=O)N(CCO)CC(F)(F)C(F)F)cc1
    10	0.7	-1	-1.0
Cc1cc2cc(CCNS(=O)(=O)c3ccc([N+](=O)[O-])cc3)c(=O)[nH]c2cc1C
    19	0.6	45*	0.6
CC(C)n1cnc2c(NCCN3CCOCC3)nc(Nc3ccc(C(F)(F)F)cc3)nc21
    10	-0.1	0	-0.8
C=C(C)CN(CC)Cc1ccc(OCC(O)CN2CCC(C(=O)OC)CC2)cc1 (stereo not drawn)
    12	0.3	-4	-0.6
CCOC(=O)C1=C(N)N2C(=O)C(C)SC2=C(C(=O)OCC)C1c1cccc(OC)c1 (stereo not drawn)
    6	0.0	2	-0.3
Cc1ccc(CNC(=O)CC2C(=O)NCCN2C)cc1F (stereo not drawn)
    -10	-0.3	-9	0.2
CC(C)Cc1ccc(CN2CCc3nnc(CCNC(=O)c4cccnc4)n3CC2)cc1
    4	-0.1	2	0.9
COc1ccc(-c2c(Nc3ccc(F)cc3C)c(=O)c2=O)cc1
    -10	0.6	-17	-2.0
Cc1ccc(NC(=O)Cn2c(C)nc3c(sc4ccccc43)c2=O)c(C)c1
    13	0.2	3	0.4
Cc1cc(O)c(NC(=O)c2ccc(Br)o2)cc1C
    10	0.5	-35	-1.1
CCOc1ccc(Oc2c(C)oc3cc(O)ccc3c2=O)cc1
    10	0.7	7	-2.1
COC(=O)C1=C(C)N(C)C(=O)/C1=C\c1cccs1
    18	0.0	8	2.7
CN1CCN(CCP(=O)(c2ccccc2)c2ccccc2)CC1
    5	0.1	-4	0.3
Clc1ccc(OCCn2nnc3ccccc32)cc1
    -5	0.0	-46	0.1
CNC(=O)CSc1nnnn1-c1ccc(OC)c(OC)c1
    6	0.0	-3	0.6
CC(=O)c1cc(-c2ccccc2)n(CC(=O)NC2CCCC2)c1C
    -3	-0.1	4	1.5
Cc1cc(OCC(=O)Nc2cccc3nsnc23)ccc1Cl
    8	-0.1	3	0.5
CCN(CC)C(=O)CSc1nc(O)c(C(C)C)c(=O)[nH]1
    13	-0.1	2	-0.4
COc1cccc(N=C2SC(C(=O)Nc3ccc(F)cc3)CC(=O)N2C)c1 (stereo not drawn)
    5	0.0	4	1.0
COc1ccc(OC)c(CN2CCN(Cc3cccc(Cl)c3)CC2)c1
    73*	-0.2	-2	-0.8
Cc1nc2ccc(Cl)cc2c2c(N)c3ccc([N+](=O)[O-])cc3n12
    20	0.2	-8	0.8
Cc1oc(-c2cccc(Cl)c2)nc1CS(=O)(=O)CC(=O)NC1CC1
    16	0.1	7	0.1
Cn1nccc1NC(=O)c1cccc2c1OC(C)(C)C2
    -9	-0.2	22	2.7
C=CCn1c(SCCOc2ccccc2)nc2sc3c(c2c1=O)CCCC3
    9	0.4	7	-0.8
COc1ccc(C2C3=C(CC(C)(C)CC3=O)NC3=C2C(=O)c2ccccc23)c(OC)c1OC (stereo not drawn)
    21	0.6	16	-1.4
CC(C)(O)/C(=C/C#N)n1cnc2ccccc21
    -7	-0.1	-8	-1.1
CC(=O)NC(Cc1ccc(F)cc1)C(=O)NC1CCN(C(=O)Nc2ccccc2)CC1 (stereo not drawn)
    21	0.7	-2	0.0
COC(=O)/C(=C/c1ccc(OC)cc1)NC(=O)c1ccc(C)cc1
    0	-0.3	-10	2.8
Cc1cc(C)c(N(CC(=O)NC(C)(C)C)C(=O)c2csnn2)c(C)c1
    0	0.7	0	0.4
CC1CCN(c2nnc(NC(=O)Nc3ccccc3Cl)s2)CC1
    9	-0.2	-10	0.5
CCCCN(C)c1nnc(NC(=O)Nc2cc(OC)c(OC)c(OC)c2)s1
    11	-0.1	56*	0.1
CN1C(=O)C(=Cc2ccc(N(C)C)o2)C(=O)N(C)C1=O
    10	-0.6	2	-0.5
COC(=O)c1cc(NS(=O)(=O)c2cnc[nH]2)cc(C(=O)OC)c1
    -8	-0.4	-12	0.5
